Bioassay records (PubChem BioAssay)
BRCA1 expr up – BRCA1 expression activation. actives 1.1% (n = 380,000). Potency, µM (highest dose often 46.1 µM), for the others: at the top dose activation, actives largely listed as activators. AID 624202. MCF7-BRCA1-FFLuc reporter, luminescence, 48 h; response scale: scaled: vehicle 0%, 10 µM genistein 100%; also: potency is read from the fitted curve at half-maximal effect; nearly all actives have a fitted effect of over 80% in size; some results filed as inactive show a strong effect at the top dose
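48 h compound treatment of MCF7-BRCA1-FFLuc cells (phenol-red free MEM, 37 °C), then 15 min with luciferase substrate and luminescence imaging.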
A-T KAP1 phos – potential ataxia-telangiectasia treatments restoring KAP-1 phosphorylation; Potency, µM (series often up to 57.5 µM), for inactives: at the top dose activation, most hits filed as activators; […] A-T fibroblasts, KAP-1 phosphorylation AlphaLISA; neocarzinostatin DNA damage 30 min before lysis; AID 485349; actives 0.19% (n = 320,000); also: potency is read from the fitted curve at half-maximal effect; % of control where 0% means no effect; nearly all actives have a fitted effect of over 45% in size
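hTERT-immortalized A-T patient fibroblasts ([…]), 500 cells/well in OPTI-MEM, 1% FBS, got compounds for 60 min, then NCS for 30 min at 37C. Lysates were then assayed for phospho-KAP-1 by AlphaLISA (anti-pKAP1 donor, anti-KAP1 acceptor beads), 6 hr at 25C.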
TRPV1 ag – human TRPV1 agonism; actives 0.19% (n = 320,000); activation, % at 8.33 µM; TRPV1-expressing cells, Fluo-8 calcium influx, agonist mode; in the data active = activation above about 80%; inconclusive = between about 30% and that limit; also: 0% is about no effect
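Fluo-8 calcium influx in TRPV1-expressing cells, kinetic read (ex 480/em 520 nm). Compound added and read 3 min for agonist activity, followed by capsaicin at EC20 final and 2 min further read for enhancement.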
CXXC DNA block – inhibitors of human MLL CXXC domain-DNA interaction | AID 2662 | actives 0.037% (n = 290,000) | MLL-CXXC / FITC-HOXA9 DNA fluorescence polarization | Potency, µM (titrated, usually from 115 µM), inactives show at the highest dose activity change, negative = inhibition, usual class: inhibitors; active = well fitted inhibition curve with a large enough effect in the polarisation, with a control signal flat, not every such curve was filed as active; inconclusive = small, poorly fitted or top-dose-only effect, or effect the other way, or a change in a side signal; inactive = no such curve, though single readings can be large or run the other way; the % refers to the polarisation; also: potency is read from the fitted curve at half-maximal effect
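Purified MLL-CXXC (added from a 7 uM solution) was preincubated 5 min at ambient with pinned compounds in 50 mM Tris-HCl pH 7.5, 50 mM NaCl, 1 mM DTT, 0.05% BSA. Fluorescein-labeled HOX-A9 DNA (50 nM solution) followed, 30 min, then polarization read.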
TSG101-PTAP inh – blocks PTAP/TSG101 interaction to inhibit HIV-1 budding; Q99816; 340,000 tested, under 10 active; Fluorescence polarization, FITC-PTAP peptide / Tsg101 binding; Potency, µM (titrated, usually from 115 µM), without a hit: top-dose activity change, negative = inhibition, actives largely listed as inhibitors; active = well fitted inhibition curve with a large enough effect in the main read-out, with a control signal flat, not every such curve was filed as active; inconclusive = small, poorly fitted or top-dose-only effect, or effect the other way, or a change in a side signal; inactive = no such curve, though single readings can be large or run the other way; also: potency is read from the fitted curve at half-maximal effect; % of control where 0% means no effect
Target sequence (Q99816 whole entry, looked up): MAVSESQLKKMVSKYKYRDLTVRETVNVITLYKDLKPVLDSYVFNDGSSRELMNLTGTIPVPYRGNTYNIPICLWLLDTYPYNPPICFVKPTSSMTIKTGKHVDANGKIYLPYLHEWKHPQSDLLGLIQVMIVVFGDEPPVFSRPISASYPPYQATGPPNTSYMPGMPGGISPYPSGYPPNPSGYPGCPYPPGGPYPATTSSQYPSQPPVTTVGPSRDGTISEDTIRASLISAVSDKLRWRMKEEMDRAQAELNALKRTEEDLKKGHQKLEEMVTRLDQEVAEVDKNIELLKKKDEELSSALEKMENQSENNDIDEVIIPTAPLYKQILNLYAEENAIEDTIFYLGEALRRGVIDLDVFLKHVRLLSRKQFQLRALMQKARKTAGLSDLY
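Steps: Tsg101 binding domain dispensed (10 uM final), compounds pinned in DMSO, FITC-labeled PTAP-motif peptide added (50 nM final); after 20 min binding at room temperature, polarization measured.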
ELG1 repair inh – ELG1-dependent DNA repair inhibition; Potency, µM (titrated, usually from 46.1 µM), without a hit: at the top dose activity change, negative = inhibition, usual class: inhibitors; HEK293T ELG1-luciferase reporter, luminescence, 16 h; DNA damage induced by 5-fluorouridine; actives 2.3% (n = 330,000); also: potency is read from the fitted curve at half-maximal effect; % is scaled to controls: 0 for no effect and ±100 for the full control effect; nearly all actives have a fitted effect of over 55% in size
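Cells (2,000 per well) received 5-fluorouridine plus test compound or DMSO and were incubated 16 hr at 37 °C, 5% CO2. Luciferase activity was read by luminescence 30 min after ONE-Glo addition; signal suppression marked inhibition of damage-induced ELG1 function.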
Integrin act MD – activators of alpha7 integrin expression for muscular dystrophy | actives 0.064% (n = 350,000) | AID 624291 | Potency, µM (doses to about 38.3 µM), for the others: top-dose activation, hits mostly activators | alpha7betagal myoblasts, beta-gal FDG fluorescence, 48 h;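 also: potency is read from the fitted curve at half-maximal effect; 100% = response of the positive control SU9516; nearly all actives have a fitted effect of over 60% in size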
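alpha7betagal+/- myoblasts (passage 13, 250/well) treated 48 h at 37C with compounds at 1:260 dilution of DMSO stock. Lysed, then beta-galactosidase activity read as FDG fluorescence (ex 480/em 540) after 30 min, with pre-read for autofluorescence.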
p53 reactivation – restores transcriptional activity of mutant p53; H1299 p53-A138V BP100-luciferase reporter, luminescence, 24 h; Potency, µM (highest dose often 92.2 µM), for inactives: at the top dose activity change, positive = activation, usual class: activators; actives 0.063% (n = 320,000); AID 504706; also: potency is read from the fitted curve at half-maximal effect; % of control where 0% means no effect; nearly all actives have a fitted effect of over 45% in size
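H1299 (p53-null), stable ts p53-A138V + BP100-Luc; 1000 cells/well, Opti-MEM/10% FBS; cpd 4 pt, 1:5; 24 h, 37 deg C, 5% CO2; detection reagent 10 min RT; luminescence.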
TCR activator – T cell receptor activation. Potency, µM (doses to about 9.22 µM), for inactives: at the top dose activation of IL-2 secretion, actives largely listed as activators. 330,000 tested, under 10 active. primary human leukocytes, anti-CD3, IL-2 HTRF, 48 h; also: % of control where 0% means no effect
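1) Mix primary human leukocytes, a-CD3 beads and compound. 2) Incubate 48 hr. 3) Add HTRF IL-2 reagents (a-IL-2-K, a-IL-2-d2).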
B2AR arrestin – beta2AR (human) beta-arrestin recruitment activity; AID 492947; beta-arrestin recruitment to beta2AR, cell-based reporter; actives 0.02% (n = 330,000); Potency, µM (top dose mostly 46.1 µM), for inactives: at the top dose activation, actives largely listed as activators;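 also: potency is read from the fitted curve at half-maximal effect; 0% = DMSO controls and full agonism = EC100 isoproterenol or metaproterenol; nearly all actives have a fitted effect of over 65% in size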
Target sequence (P07550 whole entry, looked up): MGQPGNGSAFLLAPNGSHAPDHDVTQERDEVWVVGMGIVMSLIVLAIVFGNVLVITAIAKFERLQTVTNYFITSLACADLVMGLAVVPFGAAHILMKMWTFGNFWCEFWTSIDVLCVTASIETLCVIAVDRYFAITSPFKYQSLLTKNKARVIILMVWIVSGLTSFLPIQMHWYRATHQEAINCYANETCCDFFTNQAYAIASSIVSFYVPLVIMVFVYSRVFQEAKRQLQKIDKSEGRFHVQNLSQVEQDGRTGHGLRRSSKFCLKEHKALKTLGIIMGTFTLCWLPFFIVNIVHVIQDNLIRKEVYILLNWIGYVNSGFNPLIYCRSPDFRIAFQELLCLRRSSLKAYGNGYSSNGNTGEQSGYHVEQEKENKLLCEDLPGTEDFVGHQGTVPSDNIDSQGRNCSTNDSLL
Active calls of the source: *; ? = inconclusive; · = no result given; [ ] = remark or other dose. Unless noted, calls follow the shape of the dose curve; as a rule, active = well fitted curve in the direction sought with a large enough effect; inconclusive = small, poorly fitted or top-dose-only effect, or another doubt; inactive = no such curve, though single readings can be large; an effect the other way counts as inactive or inconclusive.

SMILES	BRCA1 expr up	A-T KAP1 phos	TRPV1 ag	CXXC DNA block	TSG101-PTAP inh	ELG1 repair inh	Integrin act MD	p53 reactivation	TCR activator	B2AR arrestin
c1ccc(CCSc2nccn2-c2ccccc2)cc1	?	0%	·	3%	0%	?	1%	?	0%	-0.2%
O=C(NCc1ccccc1Br)c1ccncc1	23%	0%	2	?	-1%	3%	-13%	-10%	0%	0.0%
COC(=O)c1ccc(Nc2nc(C)nc3c2nnn3Cc2ccccc2)cc1	-11%	7%	0	7%	1%	2%	-5%	·	0%	-0.1%
Cc1cccc(OCCCC(=O)Nc2ccc(N3CCOCC3)cc2)c1	-2%	-1%	?	3%	-4%	-3%	-2%	-3%	-1%	0.0%
CCOc1c(Br)cc(/C=C2/SC(=O)N(CC(=O)N3CCCC3)C2=O)cc1OC	-18%	5%	-3	-1%	0%	4%	0%	-5%	-4%	-0.1%
CC(=O)Nc1ccccc1NC(=O)c1ccccc1-c1ccccc1	-15%	1%	3	-9%	1%	2%	-3%	0%	-5%	-0.1%
Cc1cc(C(=O)CSc2nnc(-c3ccco3)o2)c(C)n1C	0%	1%	·	·	-2%	?	-17%	?	3%	0.3%
Cc1c(NC(=O)C(C)OC(=O)c2ccc(Br)o2)c(=O)n(-c2ccccc2)n1C (centres undefined)	-8%	-9%	2	-1%	-1%	2%	16%	2%	0%	0.2%
CNC(=O)c1sccc1-n1cccc1	-4%	0%	-4	-11%	-6%	7%	0%	-1%	1%	0.2%
COc1ccccc1NC(=O)CSc1nncs1	5%	-6%	·	·	2%	?	18%	2%	-5%	-0.7%
CCC(C)n1c(SCC(=O)NCc2ccco2)nnc1-c1cccc(S(=O)(=O)N2CCOCC2)c1 (centres undefined)	-9%	-3%	0	1%	3%	1%	-7%	-2%	0%	0.0%
O=C(c1cc(=O)c2cc(Cl)ccc2o1)N1CCN(Cc2ccccc2)CC1	-24%	-3%	5	8%	-6%	-22%	-22%	-1%	-3%	0.4%
Cc1cc(N=CC2=C(O)CC(C)(C)CC2=O)no1	-8%	2%	-1	-3%	-3%	-3%	5%	-7%	-3%	-0.4%
CCc1ccccc1NC1=NCC(=O)N1Cc1ccc2c(c1)OCO2	-27%	11%	2	-1%	-3%	?	12%	-7%	-2%[46.1 µM]	0.0%
O=C(Nc1ccc(-c2n[nH]c(=S)o2)cc1)c1ccccc1Cl	77%	0%	-5	-24%	-1%	?	1%	·	-22%	0.1%
CCC(=O)Nc1ccc(NC(=O)C23CC4CC(CC(C4)C2)C3)cn1	37%	-2%	13	-4%	?	?	15%	?	3%	11%
O=C(NCC(=O)N(CC1CCCO1)C(C(=O)NC1CCCCC1)c1ccccc1)c1ccco1 (centres undefined)	16%	5%	0	9%	1%	0%	0%	14%	-4%	-0.1%
Cc1cc(Nc2ccc3c(c2)OCCO3)c2cc(Cl)ccc2n1	3%	3%	3	?	1%	?	2%	12%	-8%[46.1 µM]	-0.1%
NS(=O)(=O)c1ccc(CNC(=O)/C=C/c2ccco2)cc1	-20%	7%	1	11%	1%	13%	32%	2%	2%	-0.4%
COc1ccccc1-n1ccnc1SCC(=O)NCc1ccco1	-4%	-3%	1	3%	-2%	-4%	-44%	-2%	4%	-0.3%
C=CCC1C=CCC(CC=C)N1C(=O)c1ccccc1[N+](=O)[O-] (centres undefined)	-28%	-1%	-3	-7%	0%	6%	-11%	7%	-2%[46.1 µM]	-0.7%
COc1ccccc1C(=O)Nc1ccc2c(c1)nc(CCNC(=O)c1ccco1)n2C	-34%	2%	-1	2%	-1%	23%	5%	5%	-4%	0.4%
COC(=O)CSc1nnc(-c2ccc(NS(=O)(=O)c3ccccc3)cc2)o1	-78%	8%	2	-10%	-1%	0%	6%	-2%	4%	-1.1%
CC(C)n1c(N)c(C#N)c2ccc([N+](=O)[O-])cc2c1=O	6%	-5%	·	24%	0%	0%	-5%	-6%	3%	-0.7%
O=C(c1ccco1)C(O)c1ccco1 (centres undefined)	27%	18%	0	?	-7%	?	-4%	7%	-3%	1.0%
Next part.
SMILES	BRCA1 expr up	A-T KAP1 phos	TRPV1 ag	CXXC DNA block	TSG101-PTAP inh	ELG1 repair inh	Integrin act MD	p53 reactivation	TCR activator	B2AR arrestin
O=C(CNC(=O)C1CCCCC1)Nc1ccccc1	-8%	-7%	-1	0%	-2%	?	-10%	11%	1%[46.1 µM]	-0.2%
CC1CC(C)CN(C(=O)c2cc3ccccc3o2)C1 (centres undefined)	-11%	-19%	?	·	2%	?	6%	?	2%	0.4%
CCCN(CCC)Cc1c(C(=O)N/N=C/c2c[nH]c3ccccc23)nnn1-c1nonc1N	-78%[inhibitor]	1%	2	7%	-8%	14%	-13%	-3%	5%	3.1%
CCCCCCCCCn1c2c(c(=N)c3c1CCC3)CCC2	-98%[inhibitor]	0%	-2	3%	-3%	?	-60%	-29%	-7%[46.1 µM]	-0.8%
Cc1ccc(CONC(=O)c2ccc(OC(F)F)cc2)cc1	?	-1%	20	16%	-2%	?	-26%	?	-3%	-0.2%
COc1ccc2c(c1)C(=O)CC(c1ccccc1)O2 (centres undefined)	70%	·	·	·	1%	·	8%	·	-9%	·
COc1ccc(C(=O)Nc2ccc(NC(C)=O)cc2)cc1S(=O)(=O)N(C)Cc1ccccc1	-14%	6%	-2	·	-6%	?	-9%	-13%	3%	-0.1%
COc1ccc(NC(=O)C(=O)c2cn(CC(=O)N3CCCC3)c3ccccc23)cc1	-22%	-4%	0	-15%	0%	?	-12%	13%	-8%	0.0%
CCOc1ccccc1NC(=O)C(NC(=O)C1CCC(C)CC1)C(C)C (centres undefined)	-17%	-2%	13	0%	-3%	0%	10%	2%	-7%	0.1%
CCOc1ncccc1C(=O)Nc1cc(S(=O)(=O)N2CCCCC2)ccc1C	-27%	-1%	1	·	-5%	-6%	-13%	-1%	1%	0.2%
CCc1ccc(N2CC(C(=O)Nc3ccc(S(=O)(=O)Nc4nccs4)cc3)CC2=O)cc1 (centres undefined)	-5%	-3%	5	6%	-5%	-3%	-3%	-3%	3%	-0.3%
NC(N)=N/N=C/c1ccc(Cl)cc1Cl	-93%[inhibitor]	8%	-2	-2%	-5%	-2%	-34%	13%	-1%	0.8%
CC(C)CN(C(=O)COC(=O)C1c2ccccc2Oc2ccccc21)C1CCS(=O)(=O)C1 (centres undefined)	-13%	5%	4	5%	-4%	13%	28%	2%	1%	0.5%
c1ccc(N2CCN(c3nc(NCc4ccco4)c4ccccc4n3)CC2)cc1	-57%	-1%	7	?	1%	?	-56%[inhibitor]	-11%	7%	0.5%
COc1cccc(CNC(=S)NC2CC2)c1	2%	2%	10	-5%	-1%	5%	?	2%	4%	-1.1%
CCn1c(=O)n(CC)c2cc([N+](=O)[O-])ccc21	0%[1.84 µM]	-2%	-2	2%	-8%	13%	7%	0%	-1%	-1.6%
COc1ccc(CN(CC(O)COCc2ccccc2)S(=O)(=O)c2ccccc2Br)cc1OC (centres undefined)	0%	2%	·	·	-6%	?	-22%	0%	0%[46.1 µM]	-0.2%
Cc1ccc(NC(=O)NC(=O)N(C(C)C)S(=O)(=O)c2ccc(C)cc2)cc1	25%	1%	1	-11%	-2%	?	-6%	4%	-6%	0.2%
Cc1cc2c(cc(C(=O)N3CCC(C(=O)N4CCCC4)CC3)n2Cc2c(F)cccc2Cl)o1	-30%	-2%	24	-6%	-15%	-19%	11%	3%	-3%	-0.3%
CCCOc1ccc(NC(=O)C2CC(=O)N(C)C(=Nc3cccc(OC)c3)S2)cc1 (centres undefined)	-40%	-2%	-1	6%	-1%	?	3%	1%	3%	-0.2%
O=C(c1cc(-c2cccc(O)c2)on1)N1CCCC1	?	-3%	-1	-1%	-8%	?	9%	?	0%	-0.3%
Cc1ccc(C)c(OCc2cc(C(=O)N3CC[C@@H]4CCCC[C@H]4C3)no2)c1	?	3%	?	22%	1%	?	-4%	22%	5%	-0.4%
CCCOc1ccc(NC(=O)C(=O)NCCCn2ccnc2)cc1	-56%	5%	7	21%	0%	-3%	25%	-21%	4%[46.1 µM]	-0.2%
COCCN(CCOC)C(=S)Nc1ccccc1Cl	11%	12%	4	?	-2%	7%	2%	-2%	-31%	0.0%
CCCN(CCC)CCN1C(=O)C2C(C(=O)Nc3cccc(SC)c3)C3C=CC2(O3)C1C(=O)NC1CCCCC1 (centres undefined)	-22%	-1%	0	-2%	-2%	-3%	-52%[inhibitor]	0%	0%	0.1%
